High-throughput results from PubChem BioAssay.
STK33 inh – human STK33 kinase inhibition | 320,000 tested, 0.073% active | Q9BYT3 | AID 2661 | purified STK33, MBP phosphorylation, ADP-Glo luminescence | inhibition, % at 10 µM;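 active = inhibition at or above 25%, using the most active replicate where run in duplicate; inactive = inhibition below 25%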
Target sequence (Q9BYT3 whole entry, looked up): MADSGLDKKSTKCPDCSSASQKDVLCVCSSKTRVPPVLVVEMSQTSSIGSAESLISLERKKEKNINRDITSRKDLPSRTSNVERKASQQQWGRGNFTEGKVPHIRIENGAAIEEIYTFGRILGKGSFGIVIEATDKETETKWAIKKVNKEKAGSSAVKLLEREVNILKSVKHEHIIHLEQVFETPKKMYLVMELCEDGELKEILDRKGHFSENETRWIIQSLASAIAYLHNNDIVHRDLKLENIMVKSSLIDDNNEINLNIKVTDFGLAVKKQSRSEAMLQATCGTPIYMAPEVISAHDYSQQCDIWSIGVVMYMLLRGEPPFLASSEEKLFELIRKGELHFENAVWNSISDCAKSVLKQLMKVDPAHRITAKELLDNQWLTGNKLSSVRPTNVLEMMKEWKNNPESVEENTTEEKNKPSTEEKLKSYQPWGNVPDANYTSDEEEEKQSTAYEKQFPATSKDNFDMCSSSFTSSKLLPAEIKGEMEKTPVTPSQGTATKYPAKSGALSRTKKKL
CHT block – human CHT choline transport inhibition; Q9GZV3; CHT-expressing cells, membrane potential dye, choline response; hits give low values; B-score at 10 µM; 310,000 tested, 0.86% active; AID 488975;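 active = B-score over 3 SD under the library average, and starting fluorescence ratio not unusually high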;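 note: choline stimulus applied at its EC90 after an EC20 pre-addition; B-score computed on integrated fluorescence ratio after choline addition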
Target sequence (Q9GZV3 whole entry, looked up): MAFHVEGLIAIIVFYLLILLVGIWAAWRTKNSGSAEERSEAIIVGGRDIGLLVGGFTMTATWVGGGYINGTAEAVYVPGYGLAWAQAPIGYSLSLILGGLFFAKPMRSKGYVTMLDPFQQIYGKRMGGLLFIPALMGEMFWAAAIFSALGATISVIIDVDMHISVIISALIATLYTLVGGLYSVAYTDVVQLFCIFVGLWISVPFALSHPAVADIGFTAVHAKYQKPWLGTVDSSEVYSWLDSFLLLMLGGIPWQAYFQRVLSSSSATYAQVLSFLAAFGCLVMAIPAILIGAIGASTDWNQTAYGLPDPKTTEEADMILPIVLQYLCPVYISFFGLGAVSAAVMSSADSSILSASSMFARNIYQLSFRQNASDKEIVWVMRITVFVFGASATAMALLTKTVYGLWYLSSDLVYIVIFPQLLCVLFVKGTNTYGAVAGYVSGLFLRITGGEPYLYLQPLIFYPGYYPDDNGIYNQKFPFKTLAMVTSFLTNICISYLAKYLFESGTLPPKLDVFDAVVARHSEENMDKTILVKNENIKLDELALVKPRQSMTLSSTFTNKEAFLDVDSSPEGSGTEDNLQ
CHT PAM – allosterically activates the human high affinity choline transporter. Q9GZV3. CHT-expressing cells, membrane potential dye, choline EC20; hits give high values; LV-AA mutant CHT in HEK293 cells. B-score at 10 µM. 310,000 tested, 0.49% active. AID 488977;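 active = initial fluorescence not abnormally high and integrated response B-score, plate-corrected, over 3 SD above library mean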
* marks the source's active call; other numbers are inactive results; i = inactive; . = no result given. This is a random part of the collection; any-hit rate near 1.5%.

SMILES	STK33 inh	CHT block	CHT PAM
Cc1c(O)ccc2c(O)c(NC(=O)c3ccc4c(c3)CCC(C)(C)O4)c(=O)oc12	2.3	i	i
Cc1ccc(NC(=O)CN(C)C2CCCCC2)cc1Br	-1.3	i	i
c1ccc(-c2cc3n(c2)CCc2ccccc2-3)cc1	-0.3	i	i
COc1ccc(C2CC(c3ccc4ccccc4c3)=NN2C(=O)CN2C(=O)CCC2=O)cc1 (stereo not drawn)	0.0	i	i
COc1ccc(CN2CCNC(=O)C2CC(=O)NCCc2c[nH]c3ccccc23)c(OC)c1 (stereo not drawn)	0.4	i	i
CC(=O)c1c(C)nn(CC(O)COc2ccc3c(c2)CCC3)c1C (stereo not drawn)	-1.1	i	i
Cc1ccc(S(=O)(=O)N(CC(=O)N/N=C\c2cccs2)c2cccc3cccnc23)cc1	0.0	i	i
CCCCC1CCC(C(=O)N(C)CC(=O)Nc2cccc(F)c2)CC1 (stereo not drawn)	-1.0	i	i
NC(=O)CCCc1nc(-c2ccccc2)no1	-1.3	i	i
CC1=C(C(=O)Nc2ccccc2)C2(CCCCC2)C(C(N)=O)C(=S)N1 (stereo not drawn)	-0.9	i	i
COc1ccc(-n2nnc3c(=O)n(CC(=O)NCC4CCCO4)cnc32)cc1 (stereo not drawn)	-1.0	i	i
Cc1cc(C)cc(Nc2ccc(C(=O)O)cc2[N+](=O)[O-])c1	-3.0	i	i
CCC(C)NS(=O)(=O)c1ccc(NC(=O)CCC2CCCCC2)cc1 (stereo not drawn)	-0.5	i	i
CCOc1ncccc1C(=O)OCC(=O)N1CCN(S(=O)(=O)c2ccccc2)CC1	0.0	i	i
Cc1c(Cl)cccc1NC(=O)CC(NCCN1CCOCC1)C(=O)O (stereo not drawn)	-1.6	i	i
COc1ccc(NC(=O)c2c(-c3ccccc3)noc2C)c(OC)c1	0.7	i	i
CN(Cc1nc(-c2cnccn2)no1)CC1CCN(Cc2ccccc2)CC1	-1.1	i	i
COc1ccccc1NC(=O)C1CC(C(C)C)OC1=O (stereo not drawn)	-3.1	i	i
NC(=O)c1ccc(NC(=O)COC(=O)c2ccccc2Nc2ccccc2)cc1	0.4	i	i
Cc1ccc(SCC(=O)Nc2cccc(C)c2)cc1	.	i	i

A different layout for three compounds above:
molecule: Cc1cc(C)cc(Nc2ccc(C(=O)O)cc2[N+](=O)[O-])c1
  STK33 inh: -3.0
  CHT block: i
  CHT PAM: i

molecule: CCC(C)NS(=O)(=O)c1ccc(NC(=O)CCC2CCCCC2)cc1 (stereo not drawn)
  STK33 inh: -0.5
  CHT block: i
  CHT PAM: i

molecule: CCOc1ncccc1C(=O)OCC(=O)N1CCN(S(=O)(=O)c2ccccc2)CC1
  STK33 inh: 0.0
  CHT block: i
  CHT PAM: i

Further entries
SMILES	STK33 inh	CHT block	CHT PAM
O=C(O)CCCNc1n[nH]c(=O)[nH]c1=O	-0.7	i	i
Cn1c(=O)c2c(nc(CN3CCOCC3)n2CCN2CCOCC2)n(C)c1=O	-0.7	i	i
O=C1CSC(=S)N1c1cccc(F)c1	-1.9	i	i
CCCC(O)(c1ccc(OC)cc1)C(CN1CCOCC1)c1ccccc1 (stereo not drawn)	.	i	i
O=C(NCc1ccccn1)c1ccccc1-c1ccccc1	-2.1	i	i
C=CCc1cc(Cl)ccc1OCCCNC(C)C	0.5	i	i
COc1cc(NC(=O)[C@H](C)NC(=O)N2CCn3c2nc2ccccc23)cc(OC)c1	-0.7	i	i
CC(C)CCNC(=O)NC(=O)CN1C(=O)NC2(CCCCC2)C1=O	-1.7	i	i
COc1ccc(NC(=O)COc2ccc(/C=N/O)cc2OC)cc1	2.1	i	i
CCOCCCNC(=O)C(NC(=O)c1ccc(=O)[nH]c1)c1ccc(Cl)cc1 (stereo not drawn)	-0.9	i	i
O=C(Cn1cc(SCc2ccccc2Cl)c2ccccc21)N1CCOCC1	-1.3	i	i
Cc1cc(N=NC(=O)c2ccccc2)ccc1O	1.5	i	i
COc1cc(-n2c(=O)c3ccccc3n(CC(=O)c3ccc(Br)cc3)c2=O)cc(OC)c1OC	0.8	i	i
COc1cccc(-c2nnc(N)o2)c1	0.5	i	i
O=C(/C=C/c1ccccc1)N(c1ccccn1)C1CCCCC1	1.1	i	i
COc1ccc(S(=O)(=O)N(C(=O)c2ccncc2)c2ccc3oc4c(c3c2)CCCC4)cc1	.	i	i
N=C1C(c2ccccc2)=C(O)CN1NC(=O)c1ccc(Cl)cc1	-0.7	i	i
CCOc1ccc(C(C)=O)cc1NC(=O)/C=C\C(=O)O	-2.2	i	i
Cc1nc2ccc(NC(=O)CCC3CCCC3)cc2s1	0.0	i	i
Cc1cc(C)n(-c2nc3ccccc3nc2Nc2ccc(CC(=O)O)cc2)n1	0.0	i	i
CCn1c2ccccc2c2cc(NC(=O)CCCN3C(=O)CCC3=O)ccc21	-0.5	i	i
CO[C@H]1C=CO[C@@]2(C)Oc3c(C)c(O)c4c(O)c(c(C=NN5CCN(C)CC5)c(O)c4c3C2=O)NC(=O)C(C)=CC=C[C@H](C)[C@H](O)[C@@H](C)[C@@H](O)[C@@H](C)[C@H](OC(C)=O)[C@@H]1C	0.6	i	i
CN(/N=C/c1cc(Br)cc(Br)c1O)c1cccc(C(F)(F)F)n1	1.6	i	i
COc1ccccc1N(CC(=O)NC1CCCC1)C(=O)CCC(=O)Nc1ccccn1	0.2	i	i
Cc1cccc(NC(=O)C(C)C(=O)c2ccccc2)c1 (stereo not drawn)	-1.5	i	i
CC(C)OP(=O)(c1ccc(N(C)C)cc1)C(O)c1ccccc1F (stereo not drawn)	-1.9	i	i
Cc1cccc(C(=O)N/N=C/c2ccc(OC3CSC3)cc2)c1	-0.5	i	i
CC(=O)NC(Cc1ccccc1)C(=O)NC1CCN(c2ncccc2[N+](=O)[O-])CC1 (stereo not drawn)	0.5	i	i
O=C1OC(N2C(=O)CC[C@H]2C(=O)Nc2ccc3c(c2)OCO3)c2ccccc21 (stereo partly drawn)	1.9	i	i
CCN(CC)c1nc(N)c2c(N)n(-c3ccccc3C)c(=S)c(C#N)c2c1C#N	-1.1	i	i
O=C(N/N=C/c1ccccn1)c1cccc(S(=O)(=O)N2CCCC2)c1	-0.9	i	i
CCCCn1c(N)c(N(CC(C)C)C(=O)C2CSC3(C)CCC(=O)N23)c(=O)[nH]c1=O (stereo not drawn)	-2.1	i	i
O=C(CCCN1C(=O)/C(=C/c2cccs2)SC1=S)Nc1cc([N+](=O)[O-])ccc1O	-0.4	i	i
Cc1ccccc1NC(=O)/C(C#N)=C/c1ccccc1C(F)(F)F	0.9	i	i
O=C(c1nc2ccccn2c1CNCCn1ccc2ccccc21)N1CCOCC1	-1.6	i	i
CCOc1cc(S(=O)(=O)N2CCN(C(=O)c3ccco3)CC2)ccc1F	0.6	i	i
CCOC(=O)CCC(=O)N1CCOCCN(C(=O)CCC(=O)OCC)CCOCC1	-0.1	i	i
COc1cccc(NC(=O)NNC(=O)C(C)Oc2ccc3ccccc3c2)c1 (stereo not drawn)	1.6	i	i
O=Cc1ccc(N2CCCC2)c([N+](=O)[O-])c1	0.0	i	i
Cc1cc2n(n1)C(c1cn(-c3ccccc3)nc1C)Nc1c(C)cccc1-2 (stereo not drawn)	-0.9	i	i
Cn1c(=O)c([N+](=O)[O-])c(N2CCSCC2)c2ccccc21	-0.8	i	i
COC(=O)CN1C(=O)[C@H]2[C@@H](C3CC3)N3C(=O)CN(CCO)C(=O)[C@@]3(Cc3ccccc3)[C@H]2C1=O	-1.1	i	i
CCc1cc(=O)oc2cc(C)c(CN3CCCC(C)C3)c(O)c12 (stereo not drawn)	0.8	i	i
COc1cc(/C(C)=N/NC(=O)CN2CCN(S(=O)(=O)c3ccc(C)cc3)CC2)ccc1O	0.8	i	i
Cc1ccsc1C(=O)Nc1ccccc1N1CCCC1	0.1	i	i
C[C@@H](C(=O)NCCc1ccc(F)cc1)N1C(=O)N2CCc3c([nH]c4ccccc34)[C@@]2(C)C1=O	-2.1	i	i
O=C(CCCOc1ccc(Cl)cc1)NC1CCCCC1	-1.1	i	i
CCOCCCNC(=O)c1ccc2c(c1)ncn2-c1ccccc1OC	1.0	i	i
CC(C)CC(c1nnnn1Cc1ccccc1)N1CCN(C(=O)c2ccco2)CC1 (stereo not drawn)	-0.3	i	i
O=C1Cc2cc([N+](=O)[O-])ccc2N1c1c(Cl)cccc1Cl	-2.0	i	i

Remaining list, next part:
SMILES	STK33 inh	CHT block	CHT PAM
O=C(O)CSc1nnc(COc2cccc3ccccc23)o1	-1.9	i	i
COc1ccc(CNC(=O)CN(c2ccc(OC)c(Cl)c2)S(=O)(=O)c2ccc(C)cc2)cc1	-0.1	i	i
O=c1cc(-c2ccccc2)[nH][nH]1	-2.1	i	i
Oc1ccc(/C=N/Nc2nc(-c3ccccc3F)nc3ccccc23)c(O)c1	0.4	i	i
Cc1cc(N2C(=O)C3C4C=CC(C4)C3C2=O)no1 (stereo not drawn)	-0.4	i	i
O=C(CN1C(=O)c2ccccc2C1=O)NCCc1c[nH]c2ccccc12	-1.6	i	i
Cc1oc2c(O)c(O)ccc2c(=O)c1-c1ccc(Cl)cc1	1.1	i	i
COc1cccc(NC2c3ccccc3C(=O)N2Cc2ccccc2Cl)c1 (stereo not drawn)	0.8	i	i
CC(c1ccncn1)N(C)Cc1nc(-c2ccc(C(F)(F)F)cc2)no1 (stereo not drawn)	-2.3	i	i
NC(=O)C1CCN(Cc2nnnn2Cc2ccco2)CC1	-2.5	i	i
CC(OC(=O)CNC(=O)c1ccco1)C(=O)N(C)c1ccccc1 (stereo not drawn)	-2.4	i	i
c1ccc(-c2cn(-c3ccccc3)c3[n+]2CCS3)cc1	-2.1	i	6.8*
CCC(C)NC(=O)C1c2ccccc2Oc2ccccc21 (stereo not drawn)	-1.4	i	i
N#CC(=C1SC=CS1)c1nc(-c2ccccc2)cs1	-0.5	i	i
CCCNC(=O)C1CC(=O)N(c2ccc(OCc3ccc(Cl)cc3)cc2)C1 (stereo not drawn)	-19	i	i
COc1ccc(CCn2c(C)cc(C(=O)COC(=O)c3cnccn3)c2C)cc1	-0.6	i	i
COc1cccc(CNC(=O)CCCCCn2c(=S)[nH]c3ccc(N4CCOCC4)cc3c2=O)c1	.	i	i
O=C1CC(c2cccc(Cl)c2)CC(O)=C1C=Nc1ccccc1 (stereo not drawn)	-1.1	i	i
COc1ccc(CN2CCNC(=O)C2CC(=O)NC2CC(C)(C)CC(C)(C)C2)cc1OC (stereo not drawn)	0.1	i	i
Cn1cc(S(=O)(=O)NCc2ccc(Cl)cc2)c(=O)n(C)c1=O	-1.1	i	i
CCOC(=O)c1ccc(NC(=O)c2nc[nH]c2C(=O)N2CCc3ccccc3C2)cc1	0.0	i	i
COc1ccc(N=Nc2ccc(O)c(P(=O)(c3ccccc3)c3ccccc3)c2)cc1	-1.5	i	i
CCn1c(SCC(=O)NNC(=O)c2ccccc2)nnc1-c1ccco1	0.7	i	i
CCCCNC(=O)Oc1c(Br)cc2sc(=O)oc2c1Br	-1.1	i	i
CSc1nccc(-c2c(-c3ccc(Cl)cc3)noc2C)n1	-1.6	i	i
O=C(CSc1nnc(-c2ccccn2)o1)Nc1ccccc1C(F)(F)F	-0.7	i	i
Cc1ccc(C2CC(c3ccc(Br)cc3)=NN2C(=O)CSC2=NN3CCCC(=O)N=C3S2)cc1 (stereo not drawn)	0.4	i	i
COc1cccc(N2CCN(C(=O)c3ccc(-c4ccccc4)cc3)CC2)c1	-0.6	i	i
CN(C)c1ccc(NC(=S)c2ccccn2)cc1	-0.9	i	i
COCCCn1c(SCc2nnc(-c3ccc(OC)c(OC)c3)o2)nc2ccccc2c1=O	-0.7	i	i
CNC(=O)NC(=O)C(C)Oc1ccccc1F (stereo not drawn)	-0.8	i	i
CCO[C@H]1OC(C(=O)NCc2ccccc2)=C[C@@H](C(C)(C)C)[C@@H]1CCCO	-0.5	i	i
CCC(Sc1nc2ccccc2[nH]1)C(=O)Nc1ccc(NC(C)=O)cc1 (stereo not drawn)	-1.0	i	i
O=c1[nH][nH]c(-c2ccccc2O)c1C(C[N+](=O)[O-])c1cccc(Cl)c1 (stereo not drawn)	0.4	i	i
Cc1oc(S(=O)(=O)N2CCCCC2)cc1NC(=O)Nc1ccc(F)cc1	0.5	i	i
CCOC(=O)C1=C(CBr)NC(=O)NC1C (stereo not drawn)	0.4	i	i
Cc1ccc(/C=c2\sc3n(c2=O)CN(c2cccc(Br)c2)CN=3)o1	0.6	i	i
Cc1cc(C)c(C)c(S(=O)(=O)NCC(=O)NCC2CCCCC2)c1C	-1.3	i	i
O=C(COc1ccccc1)NCC(=O)NC1CCCCC1	-1.3	i	i

Among those listed so far, these contain fluorine.
SMILES	STK33 inh	CHT block	CHT PAM
CCCCC1CCC(C(=O)N(C)CC(=O)Nc2cccc(F)c2)CC1 (stereo not drawn)	-1.0	i	i
O=C1CSC(=S)N1c1cccc(F)c1	-1.9	i	i
CN(/N=C/c1cc(Br)cc(Br)c1O)c1cccc(C(F)(F)F)n1	1.6	i	i
CC(C)OP(=O)(c1ccc(N(C)C)cc1)C(O)c1ccccc1F (stereo not drawn)	-1.9	i	i
Cc1ccccc1NC(=O)/C(C#N)=C/c1ccccc1C(F)(F)F	0.9	i	i
CCOc1cc(S(=O)(=O)N2CCN(C(=O)c3ccco3)CC2)ccc1F	0.6	i	i
C[C@@H](C(=O)NCCc1ccc(F)cc1)N1C(=O)N2CCc3c([nH]c4ccccc34)[C@@]2(C)C1=O	-2.1	i	i
Oc1ccc(/C=N/Nc2nc(-c3ccccc3F)nc3ccccc23)c(O)c1	0.4	i	i
CC(c1ccncn1)N(C)Cc1nc(-c2ccc(C(F)(F)F)cc2)no1 (stereo not drawn)	-2.3	i	i
O=C(CSc1nnc(-c2ccccn2)o1)Nc1ccccc1C(F)(F)F	-0.7	i	i
CNC(=O)NC(=O)C(C)Oc1ccccc1F (stereo not drawn)	-0.8	i	i
Cc1oc(S(=O)(=O)N2CCCCC2)cc1NC(=O)Nc1ccc(F)cc1	0.5	i	i
